Screens from PubChem.
PDI inh – PDI (human) enzyme inhibition. P07237. PDI insulin aggregation turbidity, A650, 90 min. inhibition, % at 10 µM. actives 0.052% (n = 350,000). AID 588391;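 active = mean inhibition across replicates of 30% or more, whatever share of single replicates reach that level; inconclusive = mean inhibition below 30% while every single replicate reaches 30%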;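 note: absorbance from insulin aggregation driven by PDI reduction with DTT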
Target sequence (P07237 whole entry, looked up): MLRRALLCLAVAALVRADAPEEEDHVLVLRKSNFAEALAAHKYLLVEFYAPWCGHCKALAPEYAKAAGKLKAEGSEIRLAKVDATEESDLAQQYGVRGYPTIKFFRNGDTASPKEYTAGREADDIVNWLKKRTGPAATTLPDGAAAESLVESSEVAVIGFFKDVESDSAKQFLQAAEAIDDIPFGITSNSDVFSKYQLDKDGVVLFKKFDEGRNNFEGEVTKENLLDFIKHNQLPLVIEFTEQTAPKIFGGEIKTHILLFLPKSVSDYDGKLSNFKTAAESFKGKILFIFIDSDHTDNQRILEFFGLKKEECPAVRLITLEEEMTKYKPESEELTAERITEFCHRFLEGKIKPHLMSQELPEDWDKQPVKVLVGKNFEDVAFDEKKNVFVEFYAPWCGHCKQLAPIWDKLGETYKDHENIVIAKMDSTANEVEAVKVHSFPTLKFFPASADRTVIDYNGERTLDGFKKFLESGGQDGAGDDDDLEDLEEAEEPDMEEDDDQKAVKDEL
H9c2 protect – protects H9c2 cardiomyocytes from peroxide injury; protection from H2O2 cell death, % at 20 µM; actives 0.63% (n = 360,000); AID 588492; H2O2 injury protection, ATPLite, 2 h;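 active = compounds giving at least 50% protection of heart cells from peroxide-induced death in the single-dose screen, raw or plate-pattern-corrected value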;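 note: 0% = DMSO wells with peroxide and 100% = DMSO wells without peroxide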
CaV13 ICDI inh – Primary screen for inhibitors of IQ motif and Ca2+-dependent inactivation inhibitor domain binding in CACNA1D, Förster resonance energy transfer in living cells, …; HEK cells, CFP/YFP FRET ICDI-IQ, plate reader, 10 min; percent FRET-ratio fall versus neutral wells; inhibition, % at 12.3 µM; actives 0.098% (n = 340,000); AID 743397;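 active = mean replicate inhibition of at least 30% and at least 1% of replicates passing that level; inconclusive = only one of the two criteria is met; inactive = neither criterion is met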;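 note: 0% = median of the neutral control wells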
MC4R antag cAMP – antagonists of human melanocortin 4 receptor (MC4R); P32245; MC4R-expressing cells, MTII-stimulated cAMP, LANCE TR-FRET; inhibition, % at 6.5 µM; actives 0.48% (n = 360,000); AID 540295;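 active = inhibition above its plate's cutoff, the mean of tested wells on that plate plus 3 SD, cut at about 29% in these data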;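 note: 0% = Melanotan II alone and 100% = Melanotan II plus saturating MCL0020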
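System – human MC4R-expressing U2OS cells · Also added – Melanotan II · Dosing – one concentration, 6.5 µM nominal · Timing – 30-min compound, 1-h challenge, 1-h detection, room temperature · Measured by – Eu-cAMP/anti-cAMP TR-FRET, emission 671 nm · Replicates – singlicate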
Glyco luc inh – N-linked glycosylation inhibition; actives 0.23% (n = 360,000); D54 ERlucT glycosylation luciferase reporter, 24 h; percent of 100 nM tunicamycin response; reporter increase, % at 12.5 µM;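 active = mean luciferase reporter signal, scaled so untreated is 0 and the glycosylation-blocking control 100, at or above a set limit in every replicate; inconclusive = mean reaches the limit but not every replicate does; inactive = mean below the limit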;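 note: luciferase carries N-glycosylation sites so blocking glycosylation raises the light; 0% = median of neutral control wells and 100% = median of 100 nM tunicamycin wells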
ABHD5-PLIN5 inh – ABHD5-PLIN5 protein interaction inhibition | Q00G26+Q8WTS1 | Split G. princeps luciferase complementation, luminescence, 4 h | inhibition, % at 4 µM | actives 0.78% (n = 360,000) | AID 602281;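 active = inhibition above the mean inhibition across every tested compound plus 3 SD, cut at about 22% in these data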;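 note: 0% = DMSO only wells and the 100% control is not disclosed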
MC4R ag barr – human MC4R agonism via beta-arrestin; U2OS MC4R beta-arrestin complementation, luminescence; percent of melanotan II response, DMSO zero; activation, % at 8.9 µM; actives 0.98% (n = 360,000); AID 540308;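 active = activation above a per-plate cutoff, the mean activation of sample wells on that plate plus 3 SD, cut at about 8% in these data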
ABCB6 inh 2 – human ABCB6 transporter inhibition; Q9NP58; K562-ABCB6 porphyrin accumulation, flow cytometry, 1 h; active compounds read low; fluorescence ratio to DMSO, % at 10 µM; actives 0.19% (n = 360,000); AID 602162;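 active = fluorescence ratio to DMSO below 75%, the collection mean minus 3 SD; inconclusive = too few cells collected in the well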;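 note: signal is porphyrin accumulated inside mitochondria; 100% equals median channel fluorescence of DMSO control wells; lower ratio means ABCB6 inhibition with less porphyrin fluorescence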
Exocytosis inh – lytic granule exocytosis inhibition; TALL-104 LAMP-1 surface exposure, flow cytometry; cells stimulated with thapsigargin and PMA; actives 0.66% (n = 360,000); inhibition, % at 10 µM;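 active = inhibition above about 55%, limit read from the data; inconclusive = no clear call, values can overlap the other calls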
m5-HT2A agonist – agonists of mouse serotonin 5-HT2A receptor (HTR2A); P35363; CHO-K1 mHTR2A beta-arrestin complementation, luminescence; percent of 30 µM serotonin response; activation, % at 7.6 µM; actives 0.66% (n = 360,000); AID 624169;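 active = activation above a run cutoff, the mean activation of all tested compounds plus 3 SD, cut at about 14% in these data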;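 note: 0% = plate median of compound wells and 100% = 30 µM serotonin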
Target sequence (P35363 whole entry, looked up): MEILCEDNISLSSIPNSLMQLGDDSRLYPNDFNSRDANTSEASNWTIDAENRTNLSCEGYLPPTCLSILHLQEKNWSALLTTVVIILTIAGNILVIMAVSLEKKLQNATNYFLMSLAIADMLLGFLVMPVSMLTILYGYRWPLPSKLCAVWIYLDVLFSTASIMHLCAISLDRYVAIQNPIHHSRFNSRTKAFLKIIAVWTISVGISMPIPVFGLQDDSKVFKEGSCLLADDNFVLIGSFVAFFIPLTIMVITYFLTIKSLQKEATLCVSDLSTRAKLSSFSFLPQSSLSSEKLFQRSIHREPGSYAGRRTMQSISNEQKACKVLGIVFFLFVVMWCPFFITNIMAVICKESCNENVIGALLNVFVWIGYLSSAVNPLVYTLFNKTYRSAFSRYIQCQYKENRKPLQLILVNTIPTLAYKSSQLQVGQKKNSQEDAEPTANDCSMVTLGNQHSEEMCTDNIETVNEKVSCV
* hit, by the source's call; ? = inconclusive; . = not tested or not shown. A portion of the library; rates above refer to the full screens.

SMILES	PDI inh	H9c2 protect	CaV13 ICDI inh	MC4R antag cAMP	Glyco luc inh	ABHD5-PLIN5 inh	MC4R ag barr	ABCB6 inh 2	Exocytosis inh	m5-HT2A agonist
COc1cc(C2NCc3ccccc3-n3cccc32)ccc1O (configuration not stated)	6	4	-5	9	-3	4	-1.4	100	0	1
COC(=O)C(O)(c1ccc(NC(=O)c2cccs2)c(C)c1)C(F)(F)F (configuration not stated)	-3	4	5	-4	1	0	-2.2	98	-7	-3
CCOc1ccccc1-n1c(O)c(C=NCCCN(CC)CC)c(=O)[nH]c1=O	3	-2	.	8	0	-2	-0.2	93	-2	1
CN1CCN(C(=O)COc2ccc(S(=O)(=O)Nc3ccc(Cl)cc3)cc2)CC1	-1	0	-4	-7	0	4	-1.8	100	2	-7
CCCCn1c(=O)c(C(=O)NCCc2ccccc2)c(O)c2ccccc21	-2	29	-2	7	2	-9	1.2	103	7	4
Cc1ccccc1CCNCc1cc2cccc(C)c2[nH]c1=O	-2	-11	-3	-5	1	4	1.6	98	21	12
CCc1cccc(CC)c1NC(=S)N1CC2CC(C1)c1cccc(=O)n1C2 (configuration not stated)	0	0	-2	5	2	-3	-0.2	99	-11	0
O=C(c1cccn2c(=O)c3cc(Br)ccc3nc12)N1CCC2(CC1)OCCO2	1	3	-5	10	2	3	-2.4	96	19	1
c1ccc(-c2[nH]c(-c3ccccc3)[n+](CC3CO3)c2-c2ccccc2)cc1 (configuration not stated)	-5	-2	-14	3	-1	-4	-1.6	98	5	1
O=C1CC(N2CC=C(c3ccc(F)cc3)CC2)C(=O)N1c1ccc(F)cc1 (configuration not stated)	4	7	-4	-1	1	3	1.8	107	4	-6
CC(C)(C)N1CC(C(=O)c2ccccc2)C1c1ccccc1 (configuration not stated)	8	1	-11	-4	1	1	-0.8	93	-6	-2
Cn1c(O)c(C=Nc2ccc(Br)cc2)c(=O)n(C)c1=O	3	2	-4	5	2	1	0.7	102	-4	4
Cc1ccc2nc(N3CCC(C(=O)N4CCC5(CC4)OCCO5)CC3)sc2c1	-1	-22	.	9	-3	9	-0.7	100	-1	3
Cc1cnn(C2CCN(C)CC2)c1N	7	3	-5	-1	3	0	0.5	102	-5	-1
CC(C)(C)[C@]1(O)C[C@@H]2OC(=O)C[C@@]23C(=O)O[C@@H]2OC(=O)[C@H](O)[C@]213	2	2	-9	3	3	-2	0.3	99	-4	-3
C[C@]12CCC3C(CC[C@H]4[C@@H](O)[C@H](O)CC[C@]34C)C1CCC2=O (some centres not stated)	-34	3	-5	15	-5	2	1.6	96	2	3
CN1CN(c2ccccc2)C2(CCN(CCCSc3ccccc3NC(=O)/C=C/c3ccccc3)CC2)C1=O	8	1	-6	-3	30*	9	2.1	94	36	-6
O=c1c2ccccc2nc(/C=C/c2ccc(O)cc2)n1-c1cccc(O)c1	7	39	-6	8	0	9	-2.8	96	3	-8
CC(=O)NCC1=C(c2cccc3ccccc23)C[C@@H]2CC[C@H]1N2Cc1ccco1	14	-3	-8	0	-4	5	-0.2	96	-1	0
O=C1CN=C(c2ccccc2)c2ccccc2N1	-6	-1	-18	0	1	1	-1.6	97	15	0
CN1CCN(c2ncnc3ccc(Br)cc23)CC1	-4	-6	-9	0	-9	-3	-1.4	101	2	-5
Fc1cccc(-c2ccc3c(c2)CN(c2cccc(Cl)c2)Cc2cnnn2-3)c1	.	-2	-6	.	0	11	.	94	29	11
C[C@@H]1CN([C@@H](C)CO)C(=O)CCCn2nncc2CO[C@H]1CN(C)C(=O)Oc1ccc2ccccc2c1	-1	4	-7	-2	2	4	0.6	98	3	5
Nc1ccccc1C(=O)OCC(=O)c1ccc2c(c1)OCCO2	3	-22	-2	20	-4	-4	0.1	100	-1	-4
CC(=O)N1CN2CN(C(C)=O)CC(C(=O)c3ccccc3)(C2)C1	-1	-1	.	-5	1	1	0.9	89	-4	-1
CCCCC1(CCO)C(=O)NC(=S)NC1=O	5	6	-2	-1	-1	7	-1.6	97	-17	0
CC(C)(C)C(=O)N1Cc2cc(N3CCCCC3)ccc2-n2nncc2C1	.	-5	-10	.	-1	5	.	102	-1	5
O=C1NC(=O)N(CCc2ccc(F)cc2)C(=O)/C1=C/c1cccs1	3	-4	-7	-14	12	-13	0.7	94	80*	8
COc1cccc(CN2CC=C(c3ccc(F)cc3)CC2)c1	2	0	-2	3	0	-9	1.3	95	1	-11
COc1ccc(C(C)=O)cc1CC(C(=O)c1ccc(C)cc1)N(C)C (configuration not stated)	7	6	-6	-5	1	2	-0.2	101	2	-3
O=P(Nc1ccccc1)(Nc1ccccc1)Oc1ccccc1	-3	6	-3	9	-1	-4	-1.5	101	-3	7
CCOc1ccc2[nH]c(=O)c(CN(CCO)C3(c4nnnn4C4CCCCC4)CCCCC3)cc2c1	-3	78*	.	-1	1	-6	-1.6	91	1	0
O=c1c2ccccc2nc(-c2ccccc2)n1-c1ccccc1	-8	7	-2	-1	1	4	2.7	100	3	6
O=C(c1ccc2c(=O)n(Cc3ccc4c(c3)OCO4)c(=S)[nH]c2c1)N1CCC2(CC1)OCCO2	-6	-1	-7	2	2	-4	-2.1	99	-4	3
C[C@@H]1CN([C@H](C)CO)C(=O)CCCn2nncc2CO[C@H]1CN(C)C(=O)Oc1ccccc1	-1	7	-5	8	1	2	-1.1	101	2	5
Cc1cccc(OCC(=O)N2CCN(Cc3ccncc3)CC2)c1	10	12	.	8	0	2	1.1	94	24	3
O=C(c1ccccc1)C1NC1c1ccccc1 (configuration not stated)	1	0	-3	5	-2	1	-2.4	95	-12	3
Cc1c(C(=O)C(=O)N2CCOCC2)c2ccccc2n1Cc1ccccc1	-4	13	-2	-5	-1	0	-2.2	97	0	1
O=C(O)c1ccc(N=Cc2c(O)n(Cc3ccc(F)cc3)c(=O)[nH]c2=O)cc1	-5	2	-6	5	-1	0	0.4	96	1	-1
N#CC(c1cccnc1)N1CCOCC1 (configuration not stated)	15	4	-4	-4	1	4	0.1	90	-20	5
Cc1cccc(CN2CCCC(C(=O)c3cccc(OC(C)C)c3)C2)n1 (configuration not stated)	-10	-1	-5	5	-3	-4	1.1	103	-5	-2
C=CCCC1(C2=CCCCC2)C(=O)NC(=O)NC1=O	5	2	-6	1	1	-7	-1.2	101	18	0
COC(=O)[C@H]1C[C@@H]1[C@H](NP(=O)(c1ccccc1)c1ccccc1)c1ccccc1	-1	5	-10	11	1	-6	0.9	91	-2	-2
COc1ccccc1CCNCc1cc2c(cc1[N+](=O)[O-])OCO2	7	24	-5	-3	1	2	-0.1	106	10	-1
COC(=O)C1=C(c2ccc(F)cc2F)C[C@@H]2CC[C@H]1N2C(=O)NC(C)C	0	1	.	-3	-2	0	0.3	98	-5	2
CCN1CCC(O)(c2ccccc2)C(C(=O)c2ccccc2)C1 (configuration not stated)	-2	-6	.	8	-2	4	-2.3	99	-1	2
O=C(CCN1CC2CCC(CC2)C1)c1cccs1	-7	-19	-6	9	-2	5	-0.9	95	0	-1
COCCN(C(=O)COC(=O)Cc1ccccc1)c1c(N)n(Cc2ccccc2)c(=O)[nH]c1=O	8	0	-5	11	1	-5	-3.1	103	9	2
CCOc1ccc(Br)c(C2(O)CC(C)N(C)CC2C)c1 (configuration not stated)	1	5	-5	0	-2	3	1.6	97	?	-1
CCOC(=O)C(O)(c1ccc(NC(=O)c2ccc(Cl)c(Cl)c2)cc1)C(F)(F)F (configuration not stated)	1	-8	-21	1	-5	-7	2.2	97	-6	2

(list continues)
SMILES	PDI inh	H9c2 protect	CaV13 ICDI inh	MC4R antag cAMP	Glyco luc inh	ABHD5-PLIN5 inh	MC4R ag barr	ABCB6 inh 2	Exocytosis inh	m5-HT2A agonist
CCN1CCN(c2ccc(NC(C)=O)cc2Cl)CC1	-1	8	-9	6	1	5	3.6	107	-1	3
CC1C=CCCC12C(=O)NC(=O)NC2=O (configuration not stated)	3	-5	-6	9	4	-12	0.4	533	-1	2
CC(=NCCC1=CCCCC1)c1c(O)n(-c2ccccc2)c(=O)[nH]c1=O	2	-3	-3	0	-1	-2	0.9	105	-4	-3
CCOC(=O)C(O)(c1ccc(N(CC)C(=O)COc2ccccc2)cc1)C(F)(F)F (configuration not stated)	-9	1	-8	27	1	6	-1.5	101	-4	-2
O/N=C/c1c[nH]c2ccccc12	2	3	-7	5	0	3	-1.0	95	2	4
O=C1CN=C(c2ccccc2)c2cc(Cl)ccc2N1	-7	-5	.	0	0	7	-0.6	102	-6	1

For convenience, some entries already given.
SMILES	PDI inh	H9c2 protect	CaV13 ICDI inh	MC4R antag cAMP	Glyco luc inh	ABHD5-PLIN5 inh	MC4R ag barr	ABCB6 inh 2	Exocytosis inh	m5-HT2A agonist
COC(=O)C1=C(c2ccc(F)cc2F)C[C@@H]2CC[C@H]1N2C(=O)NC(C)C	0	1	.	-3	-2	0	0.3	98	-5	2
CCN1CCC(O)(c2ccccc2)C(C(=O)c2ccccc2)C1 (configuration not stated)	-2	-6	.	8	-2	4	-2.3	99	-1	2
O=C(CCN1CC2CCC(CC2)C1)c1cccs1	-7	-19	-6	9	-2	5	-0.9	95	0	-1
COCCN(C(=O)COC(=O)Cc1ccccc1)c1c(N)n(Cc2ccccc2)c(=O)[nH]c1=O	8	0	-5	11	1	-5	-3.1	103	9	2
CCOc1ccc(Br)c(C2(O)CC(C)N(C)CC2C)c1 (configuration not stated)	1	5	-5	0	-2	3	1.6	97	?	-1
CCOC(=O)C(O)(c1ccc(NC(=O)c2ccc(Cl)c(Cl)c2)cc1)C(F)(F)F (configuration not stated)	1	-8	-21	1	-5	-7	2.2	97	-6	2
CCN1CCN(c2ccc(NC(C)=O)cc2Cl)CC1	-1	8	-9	6	1	5	3.6	107	-1	3
CC1C=CCCC12C(=O)NC(=O)NC2=O (configuration not stated)	3	-5	-6	9	4	-12	0.4	533	-1	2
CC(=NCCC1=CCCCC1)c1c(O)n(-c2ccccc2)c(=O)[nH]c1=O	2	-3	-3	0	-1	-2	0.9	105	-4	-3
CCOC(=O)C(O)(c1ccc(N(CC)C(=O)COc2ccccc2)cc1)C(F)(F)F (configuration not stated)	-9	1	-8	27	1	6	-1.5	101	-4	-2
O/N=C/c1c[nH]c2ccccc12	2	3	-7	5	0	3	-1.0	95	2	4
O=C1CN=C(c2ccccc2)c2cc(Cl)ccc2N1	-7	-5	.	0	0	7	-0.6	102	-6	1
